TcdB GH inh: TcdB glycohydrolase inhibitors, primary screen, biochemical, single point, plate reader. TcdB glycohydrolase enzymatic assay. Toxin B (Clostridioides difficile), P18177. inhibition, % at 9.99 µM. 0.24% of 350,000 active; in the data active = inhibition above about 10%
Target sequence (P18177 whole entry, looked up): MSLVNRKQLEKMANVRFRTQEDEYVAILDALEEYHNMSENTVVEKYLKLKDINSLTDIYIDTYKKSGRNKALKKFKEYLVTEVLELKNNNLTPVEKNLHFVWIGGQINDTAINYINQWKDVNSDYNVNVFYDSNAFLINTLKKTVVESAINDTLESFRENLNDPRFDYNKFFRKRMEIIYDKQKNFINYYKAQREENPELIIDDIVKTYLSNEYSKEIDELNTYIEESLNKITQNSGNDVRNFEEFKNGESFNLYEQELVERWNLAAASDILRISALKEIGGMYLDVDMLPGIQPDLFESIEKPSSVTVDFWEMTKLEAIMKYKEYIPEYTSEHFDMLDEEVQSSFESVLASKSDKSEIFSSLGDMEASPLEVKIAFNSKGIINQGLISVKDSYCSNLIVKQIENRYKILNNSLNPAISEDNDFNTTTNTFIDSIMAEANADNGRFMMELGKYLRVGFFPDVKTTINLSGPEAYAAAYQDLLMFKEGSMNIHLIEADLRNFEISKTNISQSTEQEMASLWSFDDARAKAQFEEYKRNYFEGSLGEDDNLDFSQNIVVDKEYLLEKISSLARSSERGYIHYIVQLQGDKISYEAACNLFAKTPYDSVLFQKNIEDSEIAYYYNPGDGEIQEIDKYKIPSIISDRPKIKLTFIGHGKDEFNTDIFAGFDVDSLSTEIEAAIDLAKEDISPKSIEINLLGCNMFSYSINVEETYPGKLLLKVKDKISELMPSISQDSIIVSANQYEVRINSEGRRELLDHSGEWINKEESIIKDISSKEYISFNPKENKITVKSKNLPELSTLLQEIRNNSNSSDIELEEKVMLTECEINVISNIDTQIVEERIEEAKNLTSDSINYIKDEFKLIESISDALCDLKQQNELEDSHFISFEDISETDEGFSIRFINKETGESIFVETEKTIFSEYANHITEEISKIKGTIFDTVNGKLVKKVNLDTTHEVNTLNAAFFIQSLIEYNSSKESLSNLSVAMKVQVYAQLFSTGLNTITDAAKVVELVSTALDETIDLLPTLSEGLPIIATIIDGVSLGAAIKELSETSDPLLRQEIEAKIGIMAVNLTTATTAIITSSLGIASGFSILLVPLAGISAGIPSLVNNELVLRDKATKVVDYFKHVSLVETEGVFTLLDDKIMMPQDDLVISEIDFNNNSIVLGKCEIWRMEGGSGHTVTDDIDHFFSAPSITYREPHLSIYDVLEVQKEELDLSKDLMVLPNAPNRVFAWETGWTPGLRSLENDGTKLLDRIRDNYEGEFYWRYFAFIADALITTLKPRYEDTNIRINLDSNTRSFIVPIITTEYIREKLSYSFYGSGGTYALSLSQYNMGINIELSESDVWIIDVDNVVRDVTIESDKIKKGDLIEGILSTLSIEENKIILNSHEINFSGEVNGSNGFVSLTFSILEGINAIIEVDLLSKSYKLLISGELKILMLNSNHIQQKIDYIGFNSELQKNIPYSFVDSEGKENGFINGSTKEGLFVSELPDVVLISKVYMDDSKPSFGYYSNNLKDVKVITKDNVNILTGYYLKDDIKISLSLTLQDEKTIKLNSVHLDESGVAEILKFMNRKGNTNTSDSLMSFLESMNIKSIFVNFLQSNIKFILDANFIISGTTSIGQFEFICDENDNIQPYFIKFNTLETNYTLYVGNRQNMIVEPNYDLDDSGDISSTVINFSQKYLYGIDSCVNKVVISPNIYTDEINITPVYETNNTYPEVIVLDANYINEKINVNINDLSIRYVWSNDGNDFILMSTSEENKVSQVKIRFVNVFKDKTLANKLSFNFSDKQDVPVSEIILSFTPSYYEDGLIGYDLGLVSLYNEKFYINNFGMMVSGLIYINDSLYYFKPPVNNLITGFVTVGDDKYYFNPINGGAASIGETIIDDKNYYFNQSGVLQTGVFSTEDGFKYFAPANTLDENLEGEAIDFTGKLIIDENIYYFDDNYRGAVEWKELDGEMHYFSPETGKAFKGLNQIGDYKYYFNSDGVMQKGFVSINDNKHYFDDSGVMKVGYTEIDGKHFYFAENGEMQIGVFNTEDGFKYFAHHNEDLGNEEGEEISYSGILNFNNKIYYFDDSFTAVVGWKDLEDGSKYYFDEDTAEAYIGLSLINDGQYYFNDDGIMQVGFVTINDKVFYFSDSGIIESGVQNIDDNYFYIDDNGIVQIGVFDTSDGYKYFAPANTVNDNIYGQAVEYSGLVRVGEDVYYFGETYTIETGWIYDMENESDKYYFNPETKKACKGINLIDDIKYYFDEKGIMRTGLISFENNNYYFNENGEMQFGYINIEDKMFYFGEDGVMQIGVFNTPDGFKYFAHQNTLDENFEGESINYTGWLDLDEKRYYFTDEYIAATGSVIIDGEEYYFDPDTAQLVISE
* hit, by the source's call; & = joins results of further samples.

SMILES | TcdB GH inh
O=C(Cc1ccc(NC(=O)C2CCCN(C(=O)c3ccccc3)C2)cc1)Nc1cccc(C(=O)N2CCCC2)c1 (configuration not stated) | -3.5
O=C(C[C@H]1CC[C@H](NC(=O)C2CCOCC2)[C@@H](CO)O1)NCc1ccccc1Cl | 0.0
CO[C@@H]1CN(C)C(=O)c2cc(NC(=O)Nc3c(C)noc3C)ccc2OC[C@@H](C)NC[C@@H]1C | 1.0
CCC(=O)N1C[C@H](C)[C@H](OC)CN(C)C(=O)c2cc(NS(=O)(=O)CC)ccc2OC[C@H]1C | 0.8
O=C(NC(CC1=CCCCC1)c1ccccc1)C(F)(F)F (configuration not stated) | 1.6
COc1cccc(C(=O)Nc2ccc3c(c2)OC[C@@H](C)NC[C@@H](C)[C@H](OC)CN(C)C3=O)c1 | 1.5
CC(=O)N1[C@@H]2c3ccc(-c4cccc(F)c4)c(=O)n3C[C@@H]2[C@@H](CO)[C@@H]1C(=O)NCCCN(C)C | -1.3
COc1ccc(CN(C)C[C@@H]2Oc3c(NC(=O)Nc4ccc(C(F)(F)F)cc4)cccc3C(=O)N([C@@H](C)CO)C[C@@H]2C)cc1 | 0.8
Cc1noc(C)c1S(=O)(=O)Nc1ccc2c(c1)C(=O)N([C@@H](C)CO)C[C@@H](C)[C@@H](CN(C)C(=O)Nc1cccc3ccccc13)O2 | 0.3
Cc1cccc(S(=O)(=O)N2C[C@H](O)COC[C@H]3O[C@H](CC(=O)N4CCN(C)CC4)CC[C@@H]32)c1 | 0.9
COc1ccc(NC(=O)N[C@H]2CC[C@H](CCn3cc(-c4ccccc4F)nn3)O[C@@H]2CO)cc1 | 0.8
C[C@H](O)C#Cc1cnc2c(c1)C(=O)N([C@H](C)CO)C[C@@H](C)[C@H](CN(C)C(=O)Nc1ccc(F)cc1)O2 | -0.7
C[C@@H]1CN([C@@H](C)CO)C(=O)c2cc(C3=CCCC3)cnc2O[C@H]1CN(C)Cc1ccccc1C(=O)O | 0.3
Cc1noc(C)c1NC(=O)Nc1ccc2c(c1)CC(=O)N([C@H](C)CO)C[C@@H](C)[C@H](CN(C)CC1CC1)O2 | -0.3
O=C(Nc1ccc2c(c1)[C@H]1C[C@H](CC(=O)N3CCOCC3)O[C@H](CO)[C@H]1O2)c1cccnc1 | -1.6
C[C@@H]1CN([C@@H](C)CO)C(=O)c2cc(NC(=O)Nc3ccc4c(c3)OCO4)ccc2O[C@@H](C)CCCCO[C@@H]1CN(C)C(=O)NC1CCCCC1 | -1.0
C[C@H]1CN([C@@H](C)CO)C(=O)c2cccc(NC(=O)Nc3cccc4ccccc34)c2O[C@@H]1CN(C)C(=O)Nc1cccc2ccccc12 | -0.1
O=C(C[C@H]1CC[C@@H](NC(=O)Nc2ccccc2F)[C@@H](CO)O1)NCc1ccc(F)cc1 | -0.9
COc1cccc(-c2cnc3c(c2)C(=O)N([C@@H](C)CO)C[C@H](C)[C@@H](CN(C)Cc2ccccc2)O3)c1 | 1.2
Cc1ccc(OC(=O)N(C)C[C@@H]2OCc3ccccc3-c3ccccc3C(=O)N([C@H](C)CO)C[C@H]2C)cc1 | 1.5
C[C@@H]1CN([C@@H](C)CO)C(=O)c2cc(NS(=O)(=O)c3ccccc3)ccc2O[C@@H](C)CCCCO[C@@H]1CN(C)C(=O)Nc1ccc(F)cc1 | 0.1
C[C@H]1CN([C@@H](C)CO)C(=O)c2cccc(NS(C)(=O)=O)c2O[C@H]1CN(C)Cc1ccc(C(F)(F)F)cc1 | -0.8
CC=Cc1ccc2n(c1=O)C[C@@H]1[C@@H](CO)[C@H](C(=O)N3CCC(Cc4ccccc4)CC3)N(CC)[C@H]21 (mixture of isomers) | -0.3
CO[C@@H]1CN(C)C(=O)c2ccc(NC(=O)C3CC3)cc2OC[C@@H](C)N(C(=O)NC(C)C)C[C@H]1C | -0.7
C[C@@H]1CN([C@@H](C)CO)C(=O)c2cc(NC(=O)Cn3cnnn3)ccc2O[C@@H]1CN(C)S(C)(=O)=O | -1.1
CO[C@H]1CC[C@H]2CCOc3c(C#N)cccc3C(=O)N(C)CCCC(=O)N(C)C[C@@H]1O2 | -0.1
COC(=O)[C@H]1[C@H](CO)[C@H]2Cn3c(ccc(C4=CCCCC4)c3=O)[C@H]2N1C(=O)C1CCC1 | 0.6
Cc1noc(C)c1S(=O)(=O)Nc1ccc2c(c1)C(=O)N([C@@H](C)CO)C[C@H](C)[C@H](CN(C)C(=O)C1CCCCC1)OCCCC[C@H](C)O2 | -1.0
C[C@@H]1CCCCO[C@@H](CN(C)C(=O)c2ccccc2)[C@H](C)CN([C@@H](C)CO)C(=O)c2cc(NS(=O)(=O)c3ccc(Cl)cc3)ccc2O1 | 0.1
C[C@@H]1CN([C@H](C)CO)C(=O)c2cc(NC(=O)Nc3ccccc3)ccc2O[C@H]1CN(C)S(C)(=O)=O | -0.3
C[C@H]1CN([C@@H](C)CO)C(=O)Cc2cc(N(C)C)ccc2O[C@@H]1CN(C)S(C)(=O)=O | -9.0
CCC(=O)Nc1ccc2c(c1)C(=O)N(C)C[C@H](OC)[C@@H](C)CN(Cc1ccccc1OC)[C@@H](C)CO2 | -5.3
O=S(=O)(N[C@H]1CC[C@H](CCn2cc(C3(O)CCCC3)nn2)O[C@@H]1CO)c1ccc(Cl)cc1 | -0.1
C[C@@H]1CN([C@@H](C)CO)C(=O)c2cc(NC(=O)NC3CCCCC3)ccc2O[C@H]1CN(C)S(=O)(=O)c1ccc(Cl)cc1 | 1.0
C[C@@H]1CN([C@H](C)CO)C(=O)CCCn2cc(nn2)CO[C@H]1CN(C)S(=O)(=O)c1ccc(Cl)cc1 | 0.3&0.5
CCC(=O)N1CC2(CN[C@@H](CO)c3c2c2ccc(OC)cc2n3C)C1 | 0.7
C[C@@H]1CN([C@@H](C)CO)C(=O)c2cc(NC(=O)C3CCCCC3)ccc2O[C@@H](C)CCCCO[C@@H]1CN(C)C(=O)Nc1ccc(C(F)(F)F)cc1 | -0.1
CCCC#Cc1cnc2c(c1)C(=O)N([C@H](C)CO)C[C@H](C)[C@@H](CN(C)C(=O)c1ccccc1)O2 | 1.9
C[C@@H]1CN([C@H](C)CO)C(=O)c2cccc(NC(=O)C3CCOCC3)c2O[C@H]1CN(C)C(=O)NC1CCCCC1 | 0.9
C[C@H]1CN([C@@H](C)CO)C(=O)c2cccc(NC(=O)Nc3ccccc3)c2O[C@@H]1CN(C)C(=O)NC1CCCCC1 | -1.2
O=C(C[C@H]1C[C@H]2c3cc(NC(=O)C4CCC4)ccc3O[C@H]2[C@H](CO)O1)NCc1cccc(F)c1 | -1.7
C[C@H]1CN([C@@H](C)CO)C(=O)c2cc(Br)cnc2O[C@H]1CN(C)C(=O)Nc1ccc(F)cc1 | 0.7
C[C@H](NC(=O)C[C@@H]1C[C@H]2c3cc(NC(=O)c4cccnc4)ccc3O[C@H]2[C@@H](CO)O1)c1ccccc1 | 0.0
CCCCNC(=O)c1nc(-c2cccnc2OC)oc1-c1ccc(Cl)cc1 | 0.2
C[C@H](CO)N1C[C@H](C)[C@@H](CN(C)C(=O)Nc2ccc(F)cc2)Oc2ccc(NC(=O)CCCCCC(=O)Nc3ccccc3N)cc2CC1=O | 0.6
COc1ccc2c3c(n(C)c2c1)[C@H](CO)N(C(=O)c1ccc(F)cc1)CC31CN(C(=O)Nc2ccc(F)cc2)C1 | 0.9
C[C@@H]1CN([C@@H](C)CO)S(=O)(=O)c2ccc(C#C[C@@H](C)O)cc2O[C@H]1CN(C)Cc1ccccc1 | 0.5
Cc1ccccc1CN1C(=O)CSCC1(C)C(=O)Nc1ccc2c(c1)OCCO2 (configuration not stated) | 1.4
O=C(C[C@H]1CC[C@H]2[C@@H](COC[C@H](O)CN2C(=O)c2ccccc2)O1)NCCCN1CCOCC1 | 0.0
O=C(C[C@@H]1CC[C@H]2[C@@H](COC[C@@H](O)CN2Cc2ccc(Oc3ccccc3)cc2)O1)N1CCOCC1 | 0.6
CCC(=O)N(C)C[C@H]1Oc2ncc(C#CCC3CCCC3)cc2C(=O)N([C@H](C)CO)C[C@@H]1C | 0.2
CO[C@H]1CN(C)C(=O)c2cc(NC(C)=O)ccc2OC[C@H](C)N(C(=O)C2CCC2)C[C@H]1C | -2.2
CO[C@@H]1CN(C)C(=O)c2ccc(NS(=O)(=O)c3ccc(C)cc3)cc2OC[C@H](C)N(C)C[C@@H]1C | -0.2
C[C@H]1CN([C@@H](C)CO)C(=O)c2cc(NC(=O)Cc3ccccc3)ccc2O[C@@H]1CN(C)C | -1.2
Cc1ccc(S(=O)(=O)N(C)C[C@@H]2Oc3c(NC(=O)Nc4ccc5c(c4)OCO5)cccc3C(=O)N([C@@H](C)CO)C[C@@H]2C)cc1 | 1.6
CS(=O)(=O)N1[C@@H]2Cn3c(ccc(-c4ccccc4)c3=O)[C@H]1[C@@H](C(=O)NCC1CC1)[C@@H]2CO | 0.7
O=C(C[C@H]1CC[C@@H](NC(=O)C2CCOCC2)[C@H](CO)O1)NCc1ccncc1 | -0.8
Cc1ccc(-c2ccc([C@H]3[C@H](CO)N4CCCCN(S(=O)(=O)c5ccccc5C)C[C@@H]34)cc2)cc1 | 0.0
CCC(=O)Nc1ccc2c(c1)OC[C@H](C)N(Cc1cccc(F)c1)C[C@H](C)[C@H](OC)CN(C)C2=O | -0.4
C[C@H](CO)N1C[C@H](C)[C@H](CN(C)Cc2ccc(Oc3ccccc3)cc2)Oc2c(NS(=O)(=O)c3ccccc3)cccc2C1=O | 1.2

Next section; it opens with the six that closed the last part.
SMILES | TcdB GH inh
Cc1ccc(S(=O)(=O)N(C)C[C@@H]2Oc3c(NC(=O)Nc4ccc5c(c4)OCO5)cccc3C(=O)N([C@@H](C)CO)C[C@@H]2C)cc1 | 1.6
CS(=O)(=O)N1[C@@H]2Cn3c(ccc(-c4ccccc4)c3=O)[C@H]1[C@@H](C(=O)NCC1CC1)[C@@H]2CO | 0.7
O=C(C[C@H]1CC[C@@H](NC(=O)C2CCOCC2)[C@H](CO)O1)NCc1ccncc1 | -0.8
Cc1ccc(-c2ccc([C@H]3[C@H](CO)N4CCCCN(S(=O)(=O)c5ccccc5C)C[C@@H]34)cc2)cc1 | 0.0
CCC(=O)Nc1ccc2c(c1)OC[C@H](C)N(Cc1cccc(F)c1)C[C@H](C)[C@H](OC)CN(C)C2=O | -0.4
C[C@H](CO)N1C[C@H](C)[C@H](CN(C)Cc2ccc(Oc3ccccc3)cc2)Oc2c(NS(=O)(=O)c3ccccc3)cccc2C1=O | 1.2
COc1ccc(S(=O)(=O)N2CCCCN3[C@H](CO)[C@@H](c4ccc(C#CC(C)C)cc4)[C@H]3C2)cc1 | 1.2
C[C@H](CO)N1C[C@H](C)[C@@H](CN(C)C)Oc2cc(-c3ccc(F)cc3)ccc2S1(=O)=O | 0.5
CCCNC(=O)N1CCC2(CC1)CN(C(=O)CC1CC1)[C@@H](CO)c1[nH]c3cc(OC)ccc3c12 | 0.8
C[C@@H]1CN([C@@H](C)CO)C(=O)c2cccc(NC(=O)c3ccc(-c4nccs4)cc3)c2O[C@@H]1CN(C)C | -0.1
Cc1noc(C)c1S(=O)(=O)N(C)C[C@@H]1OCCCC[C@@H](C)Oc2ccc(NS(=O)(=O)c3ccccc3)cc2C(=O)N([C@@H](C)CO)C[C@H]1C | 0.8
COc1ccc(CN(C)C[C@@H]2Oc3c(NC(=O)Nc4ccc5c(c4)OCO5)cccc3C(=O)N([C@@H](C)CO)C[C@H]2C)cc1 | 0.1
CN(C)C(=O)C[C@H]1CC[C@@H](NC(=O)C2CCOCC2)[C@@H](CO)O1 | 1.3
C[C@@H]1CN([C@H](C)CO)C(=O)c2cc(NS(=O)(=O)c3ccc(Cl)cc3)ccc2O[C@@H](C)CCCCO[C@@H]1CN(C)C | 2.2
COc1ccc(S(=O)(=O)Nc2ccc3c(c2)CC(=O)N([C@H](C)CO)C[C@@H](C)[C@@H](CN(C)C)O3)cc1 | -5.3
CCCNC(=O)Nc1ccc2c(c1)C(=O)N(C)C[C@@H](OC)[C@@H](C)CN(Cc1ccc(-c3ccccn3)cc1)[C@@H](C)CO2 | -0.3
COc1ccc(S(=O)(=O)Nc2ccc3c(c2)C(=O)N([C@H](C)CO)C[C@H](C)[C@@H](CN(C)C(=O)Nc2ccc4c(c2)OCO4)OCCCC[C@H](C)O3)cc1 | 0.2
COCCNC(=O)C[C@H]1C=C[C@H](NC(=O)NC2CCCCC2)[C@@H](CO)O1 | -0.2

Pulled one by one from the list above, 5 records:
SMILES | TcdB GH inh
Cc1cccc(S(=O)(=O)N2C[C@H](O)COC[C@H]3O[C@H](CC(=O)N4CCN(C)CC4)CC[C@@H]32)c1 | 0.9
CCC(=O)N1C[C@H](C)[C@H](OC)CN(C)C(=O)c2cc(NS(=O)(=O)CC)ccc2OC[C@H]1C | 0.8
C[C@H](CO)N1C[C@H](C)[C@H](CN(C)Cc2ccc(Oc3ccccc3)cc2)Oc2c(NS(=O)(=O)c3ccccc3)cccc2C1=O | 1.2
CC=Cc1ccc2n(c1=O)C[C@@H]1[C@@H](CO)[C@H](C(=O)N3CCC(Cc4ccccc4)CC3)N(CC)[C@H]21 (mixture of isomers) | -0.3
C[C@@H]1CN([C@@H](C)CO)C(=O)c2cc(NC(=O)Nc3ccc4c(c3)OCO4)ccc2O[C@@H](C)CCCCO[C@@H]1CN(C)C(=O)NC1CCCCC1 | -1.0

(continued)
SMILES | TcdB GH inh
Cc1noc(C)c1NC(=O)Nc1ccc2c(c1)C(=O)N([C@@H](C)CO)C[C@H](C)[C@H](CN(C)S(=O)(=O)c1ccc(F)cc1)O2 | -0.8
N#Cc1ccc(-c2ccc([C@H]3[C@H](CO)N4C(=O)CN(C(=O)C5CC5)C[C@@H]34)cc2)cc1 | -25.1
C[C@H](CO)N1C[C@H](C)[C@H](CN(C)S(=O)(=O)c2cn(C)cn2)OCCCC[C@H](C)Oc2ccc(NS(=O)(=O)c3ccc(Cl)cc3)cc2C1=O | 0.8
CCCN(C)C[C@@H]1OCCCC[C@@H](C)Oc2ccc(NC(=O)CCCN(C)C)cc2C(=O)N([C@H](C)CO)C[C@@H]1C | -0.1
COc1ccc(-c2cn(CC[C@@H]3CC[C@@H](NC(=O)Cc4ccccn4)[C@H](CO)O3)nn2)cc1 | 0.1
CO[C@H]1CN(C)C(=O)c2ccc(NC(C)=O)cc2OC[C@@H](C)N(Cc2ccc(F)cc2)C[C@H]1C | -0.3
Cc1noc(C)c1NC(=O)NCC[C@H]1CC[C@@H](NC(=O)c2ccncc2)[C@H](CO)O1 | -0.9
O=C(C1CCC1)N1C[C@@H]2[C@H](c3ccccc31)[C@H](CO)N2Cc1ccccc1 | 1.2

Screening data as filed in PubChem BioAssay.

Not all compounds are listed, so the mix of outcomes need not match the whole.
